MPTP block: mitochondrial permeability transition pore inhibitors, primary screen, biochemical, isolated mouse mitochondria, absorbance; Ca2+ swelling absorbance, 30 min; inhibition, % at 10 µM; 360,000 compounds, 1.4% hits; AID 602449, 2012;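 active = inhibition of 50% or more, scaled per plate between neutral and stimulator controls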;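 note: 0% = DMSO wells given calcium and 100% = 1 mM EGTA wells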
SENP1 inh: human SENP1 catalytic domain inhibitors, primary screen, biochemical, FRET, uHTS; AID 624204, 2012; recombinant SENP1 catalytic domain, CyPet-SUMO1-YPet FRET cleavage; inhibition, % at 10 µM; 360,000 compounds, 0.21% hits; Sentrin-specific protease 1 (Homo sapiens), Q9P0U3;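 active = inhibition at least 30% at 10 µM, raw YFP signal under a set limit, fluorescence ratio 0.5 to 1.5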;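 note: 0% = enzyme with DMSO and 100% = no enzyme wells; some results filed as inactive read as strong as hits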
Target sequence (Q9P0U3 419-644 limits assumed): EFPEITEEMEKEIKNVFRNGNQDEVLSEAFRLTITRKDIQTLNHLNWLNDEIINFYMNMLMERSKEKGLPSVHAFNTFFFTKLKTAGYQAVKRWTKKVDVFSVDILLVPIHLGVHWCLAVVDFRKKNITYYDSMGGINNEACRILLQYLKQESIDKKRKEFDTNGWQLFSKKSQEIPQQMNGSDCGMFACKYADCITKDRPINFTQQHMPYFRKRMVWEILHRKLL
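Compound: 10 µM single point, 0.5% DMSO; Test system: hSENP1 catalytic domain, recombinant; Timing: 50 min reaction at room temperature; Technique: FRET, CFP and YFP emission; Control set: no-enzyme wells low, DMSO-plus-enzyme wells high control.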
hIAP act: human IAP activators, primary screen, biochemical, luminescence, uHTS | Intestinal-type alkaline phosphatase (Homo sapiens), P09923 | purified human IAP, CDP-Star luminescence, 30 min; hits give high values; 1 = vehicle-only enzyme, 0 = enzyme-free background | activation factor at 10 µM | 330,000 compounds, 0.16% hits;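 active = activation factor of the enzyme at least 2-fold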; note: the source names both 10 and 20 µM as test concentration; values of inactives mirror those of a sister screen read the other way
SENP8 inh: human SENP8 protease inhibitors, primary screen, biochemical, fluorescence, Nedd8 protein substrate, uHTS. Sentrin-specific protease 8 (Homo sapiens), Q96LD8. recombinant SENP8. inhibition, % at 20 µM. 360,000 compounds, 0.64% hits; in the data active = inhibition mostly above about 40%, no sharp cut-off; inactive = mostly below about 27%
Target sequence (Q96LD8 whole entry, looked up): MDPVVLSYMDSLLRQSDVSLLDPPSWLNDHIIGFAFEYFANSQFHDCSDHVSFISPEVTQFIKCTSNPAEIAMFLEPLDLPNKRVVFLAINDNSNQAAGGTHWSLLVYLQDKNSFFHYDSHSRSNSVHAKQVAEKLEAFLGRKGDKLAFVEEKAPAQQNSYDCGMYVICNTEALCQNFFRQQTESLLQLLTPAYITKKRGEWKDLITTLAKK
ATG4B inh: ATG4B protease inhibitors, primary screen, biochemical, fluorescence, uHTS. Cysteine protease ATG4B (Homo sapiens), Q9Y4P1. ATG4B cleavage of LC3-PLA2, NBD-HPC fluorescence, 1 h. 340,000 compounds, 0.51% hits. inhibition, % at 8.33 µM; in the data active = inhibition above about 40%
Target sequence (Q9Y4P1 whole entry, looked up): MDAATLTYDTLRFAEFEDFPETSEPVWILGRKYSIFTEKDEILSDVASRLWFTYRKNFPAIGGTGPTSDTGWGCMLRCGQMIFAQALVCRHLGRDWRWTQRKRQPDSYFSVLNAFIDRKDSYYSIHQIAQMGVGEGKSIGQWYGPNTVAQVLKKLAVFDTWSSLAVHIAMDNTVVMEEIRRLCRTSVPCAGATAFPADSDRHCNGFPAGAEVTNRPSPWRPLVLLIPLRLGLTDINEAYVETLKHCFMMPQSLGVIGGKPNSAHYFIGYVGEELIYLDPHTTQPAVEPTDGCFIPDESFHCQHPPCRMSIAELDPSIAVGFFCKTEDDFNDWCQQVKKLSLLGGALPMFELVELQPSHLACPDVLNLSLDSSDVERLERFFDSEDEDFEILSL
PfGluPho inh: PfG6PD enzyme inhibitors, primary screen, biochemical, fluorescence intensity, uHTS; glucose-6-phosphate dehydrogenase-6-phosphogluconolactonase (Plasmodium falciparum 3D7); PfGluPho enzyme, NADPH resazurin-diaphorase fluorescence; inhibition, % at 20 µM; 350,000 compounds, 0.78% hits; AID 504690, 2011;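 active = inhibition reaching at least a set limit at 20 µM in the primary screen, cut at about 59% in these data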;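 note: 0% = DMSO wells with substrate and 100% = DMSO wells lacking glucose-6-phosphate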
NR3A LBD binder: binders of NR3A ligand-binding domain, primary screen, biophysical, differential scanning fluorimetry, uHTS; 340,000 compounds, 2.5% hits; Glutamate receptor ionotropic, NMDA 3A (GRIN3A) ligand-binding domain; Tm shift relative to glycine control, % at 25 µM; AID 1259313, 2017; NR3A LBD differential scanning fluorimetry, Tm shift; 0% = protein alone, 100% = glycine-bound protein;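 active = melting temperature shift of at least 10% of the positive control shift, at one fixed dose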
SENP6 inh: SENP6 protease inhibitors, primary screen, biochemical, luminescence, uHTS | Sentrin-specific protease 6 (Homo sapiens), Q9GZR1 | Recombinant SENP6 catalytic domain, aminoluciferin luminescence | inhibition, % at 10 µM | 330,000 compounds, 1.8% hits;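 active = inhibition above about 50% at the single tested dose, limit read from the data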;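 note: plate controls were DMSO wells with enzyme for no effect and DMSO wells lacking enzyme for full effect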
Active calls of the source: *; & = joins results of further samples. Compounds as they come; 6.7% or so of the library scored in one or more.

For CC(Sc1nccn1C)C(=O)Nc1ccc(C(N)=O)cc1 (stereo not given) the results were MPTP block -1.3, SENP1 inh 0, hIAP act 1.1, SENP8 inh 12, ATG4B inh 7, PfGluPho inh 6, NR3A LBD binder 0 and SENP6 inh -3.
`COc1ccc(S(N)(=O)=O)cc1C(=O)NCCCN1CCN(c2ccccc2OC)CC1` gave MPTP block 0.8, SENP1 inh 3, hIAP act 0.96, SENP8 inh 2, ATG4B inh -10, PfGluPho inh 4, NR3A LBD binder -2 and SENP6 inh -7.
For COC(=O)c1ccc(N2CCN(C)CC2)c(NC(=O)c2cc3ccccc3o2)c1 the results were MPTP block -1.3, SENP1 inh 1, hIAP act 1, SENP8 inh 5, ATG4B inh -28, PfGluPho inh -8, NR3A LBD binder -2 and SENP6 inh 7.
O=C(CN(C(=O)CCC(=O)Nc1nccs1)c1cccc(F)c1)NCCc1ccccc1 was read as MPTP block 1.8, SENP1 inh 3, hIAP act 1.1, SENP8 inh 8, ATG4B inh -4, PfGluPho inh 9, NR3A LBD binder -2 and SENP6 inh -3.
For CC(C)(C)C(=O)Nc1cccc(-c2ncon2)c1 the results were MPTP block 0.0, SENP1 inh 2, hIAP act 1.2, SENP8 inh 2, ATG4B inh -7, PfGluPho inh -5, NR3A LBD binder 0 and SENP6 inh -8.
Screening CN(CCc1cn[nH]c1)Cc1nc(Cc2ccccc2)no1 returned MPTP block -0.8, SENP1 inh -1, hIAP act 1, SENP8 inh -8, ATG4B inh 1, PfGluPho inh -18, NR3A LBD binder 0 and SENP6 inh -20.
Screening Oc1ccc(-c2cn3ccccc3n2)cc1 returned MPTP block 1.9, SENP1 inh 1, hIAP act 0.92, SENP8 inh -437, ATG4B inh 11, PfGluPho inh 1, NR3A LBD binder -7 and SENP6 inh 6.
For C=CCN1C(=O)/C(=C\c2ccc(C)cc2)N=C1SCC(=O)NCCC the results were MPTP block -2.3, SENP1 inh -1, hIAP act 1.1, SENP8 inh -308, ATG4B inh -3, PfGluPho inh 0, NR3A LBD binder -1 and SENP6 inh 1.
COc1ccc(/C(N)=N/OC(=O)Oc2ccccc2)cc1 was read as MPTP block -1.9, SENP1 inh 0, hIAP act 1, SENP8 inh 13, ATG4B inh -14, PfGluPho inh -11, NR3A LBD binder 0 and SENP6 inh -9.
O=C(O)c1cn(-c2ccc(F)cc2)c2cc(Cl)c(F)cc2c1=O was read as MPTP block 0.3, SENP1 inh 2, hIAP act 0.93, SENP8 inh -1, ATG4B inh 2, PfGluPho inh -14, NR3A LBD binder 0 and SENP6 inh 10.
Screening CCC(C)c1ccccc1NC(=O)COC(=O)c1ccc2[nH]c3c(c2c1)CCCC3 (stereo not given) returned MPTP block 83*, SENP1 inh -6, hIAP act 0.98, SENP8 inh -70, ATG4B inh 42*, PfGluPho inh 16, NR3A LBD binder 7 and SENP6 inh -3.
CN1CCN(c2ccc(NC(=O)N3CCc4ccccc43)cc2)CC1 was read as MPTP block -1.2, SENP1 inh 0, hIAP act 0.94, SENP8 inh 12, ATG4B inh -2, PfGluPho inh 6, NR3A LBD binder -1 and SENP6 inh -20.
`Cc1cc(C)c2nc(SCC(=O)NCCC3=CCCCC3)cc(C)c2c1` gave MPTP block 3.7, SENP1 inh 0, hIAP act 0.91, SENP8 inh 17, ATG4B inh 5, PfGluPho inh -2, NR3A LBD binder 8 and SENP6 inh -14.
Screening Cc1ccc(C(=O)NCC(=O)OCC(=O)Nc2ccccc2C#N)s1 returned MPTP block -2.7, SENP1 inh -1, hIAP act 1.1, SENP8 inh -4, ATG4B inh -2, PfGluPho inh -4, NR3A LBD binder -1 and SENP6 inh -20.
For O=C(Nc1ccc(Cl)cc1)C1CC=CCC1C(=O)OCC(F)(F)C(F)F (stereo not given) the results were MPTP block 0.8, SENP1 inh 0, hIAP act 1, SENP8 inh 10, ATG4B inh -7, PfGluPho inh -7, NR3A LBD binder -1 and SENP6 inh 21.
Screening Fc1ccccc1N1CCN(c2nc(-c3cccs3)nc3ccccc23)CC1 returned MPTP block -2.7, SENP1 inh -5, hIAP act 1, SENP8 inh -116, ATG4B inh -7, PfGluPho inh 16, NR3A LBD binder 1 and SENP6 inh -13.
Cc1ccccc1C(=O)NC(=S)Nc1sc2c(c1C#N)CCC(C)C2 (stereo not given) was read as MPTP block 16, SENP1 inh -3, hIAP act 0.69, SENP8 inh 26, ATG4B inh 17, PfGluPho inh 23, NR3A LBD binder 14* and SENP6 inh -5.
`CC(C)(C)c1ccc(C(=O)O/N=C(\N)c2ccccc2)cc1` gave MPTP block -0.6, SENP1 inh 2, hIAP act 0.99, SENP8 inh 10, ATG4B inh 16, PfGluPho inh 2, NR3A LBD binder -3 and SENP6 inh 93*.
O=C1COc2ccccc2N1Cc1ccccc1Cl was read as MPTP block -0.1, SENP1 inh 1, hIAP act 0.89, SENP8 inh 15, ATG4B inh -8, PfGluPho inh 0, NR3A LBD binder 1 and SENP6 inh -8.
COc1ccc(CC(=O)NCc2nnc(SCC(=O)Nc3ncc(C)s3)n2C)cc1 was read as MPTP block -1.4, SENP1 inh 1, hIAP act 1, SENP8 inh 10, ATG4B inh -9, PfGluPho inh 1, NR3A LBD binder -5 and SENP6 inh -11.

3 entries already listed, ordered by count of non-hydrogen atoms, largest number first.
Screening Fc1ccccc1N1CCN(c2nc(-c3cccs3)nc3ccccc23)CC1 returned MPTP block -2.7, SENP1 inh -5, hIAP act 1, SENP8 inh -116, ATG4B inh -7, PfGluPho inh 16, NR3A LBD binder 1 and SENP6 inh -13.
CN1CCN(c2ccc(NC(=O)N3CCc4ccccc43)cc2)CC1 was read as MPTP block -1.2, SENP1 inh 0, hIAP act 0.94, SENP8 inh 12, ATG4B inh -2, PfGluPho inh 6, NR3A LBD binder -1 and SENP6 inh -20.
Screening CN(CCc1cn[nH]c1)Cc1nc(Cc2ccccc2)no1 returned MPTP block -0.8, SENP1 inh -1, hIAP act 1, SENP8 inh -8, ATG4B inh 1, PfGluPho inh -18, NR3A LBD binder 0 and SENP6 inh -20.

Following part.
`O=c1[nH][nH]c(=O)c2cc([N+](=O)[O-])ccc12` gave MPTP block -1.9&-1.1, SENP1 inh 2&0, hIAP act 0.87, SENP8 inh 22&30, ATG4B inh 5&-1, PfGluPho inh 15&-7, NR3A LBD binder -3&2 and SENP6 inh 0.
Screening COc1ccc(C(=O)NCCc2cc3ccc(C)c(C)c3[nH]c2=O)cc1OC returned MPTP block 1.6, SENP1 inh -2, hIAP act 1, SENP8 inh -49, ATG4B inh -4, PfGluPho inh -9, NR3A LBD binder -1 and SENP6 inh -3.
Screening CNC(=S)NNC(=O)c1sccc1OCc1cccc(C(F)(F)F)c1 returned MPTP block 0.6, SENP1 inh 1, hIAP act 1.6, SENP8 inh 3, ATG4B inh -1, PfGluPho inh 2, NR3A LBD binder -1 and SENP6 inh -4.
`COc1ccccc1C(O)P(=O)(OC(C)C)c1ccc(N(C)C)cc1` (stereo not given) gave MPTP block -1.6, SENP1 inh 2, hIAP act 0.89, SENP8 inh 3, ATG4B inh 1, PfGluPho inh -19, NR3A LBD binder 1 and SENP6 inh -2.
Cc1nc(P(=O)(c2ccccc2)c2ccccc2)c(N2CCOCC2)o1 was read as MPTP block 0.4, SENP1 inh 2, hIAP act 0.91, SENP8 inh -5, ATG4B inh -15, PfGluPho inh 0, NR3A LBD binder 0 and SENP6 inh 2.
`COc1ccc(CCNc2ccc([N+](=O)[O-])cn2)cc1` gave MPTP block 1.0, SENP1 inh -3, hIAP act 1.1, SENP8 inh 21, ATG4B inh -4, PfGluPho inh 12, NR3A LBD binder -10 and SENP6 inh 8.
For CCOC(=O)c1nn(-c2ccccc2C)c2nc(-c3ccc(Cl)cc3)c(C#N)c(=O)n12 the results were MPTP block -6.1, SENP1 inh 0, hIAP act 1, SENP8 inh -478, ATG4B inh -2, PfGluPho inh -10, NR3A LBD binder 1 and SENP6 inh -10.
Screening O=C(/C=C/c1cccc([N+](=O)[O-])c1)OCC1CCCO1 (stereo not given) returned MPTP block 0.4, SENP1 inh 1, hIAP act 1, SENP8 inh 14, ATG4B inh 3, PfGluPho inh -6, NR3A LBD binder -1 and SENP6 inh 7.
C[C@@H]1CN(Cc2nc(Cc3ccccc3F)no2)C[C@H](C)O1 was read as MPTP block -2.1, SENP1 inh 4, hIAP act 1, SENP8 inh 6, ATG4B inh 1, PfGluPho inh -20, NR3A LBD binder 1 and SENP6 inh -2.
`CCOCCOC(=O)c1[nH]c2c(c1C)C(=O)CC(c1cccs1)C2` (stereo not given) gave MPTP block 0.6, SENP1 inh 1, hIAP act 0.93, SENP8 inh 9, ATG4B inh -4, PfGluPho inh -5, NR3A LBD binder 1 and SENP6 inh -21.
CC(NC(=S)NC1CCCCC1)C(c1cccs1)N1CCOCC1 (stereo not given) was read as MPTP block 0.5, SENP1 inh 1, hIAP act 1, SENP8 inh 14, ATG4B inh -4, PfGluPho inh 18, NR3A LBD binder 0 and SENP6 inh -7.
For COc1ccc(CNC(=O)C(OC(=O)c2ccco2)c2ccc(OC)cc2)cc1 (stereo not given) the results were MPTP block -0.7, SENP1 inh 3, hIAP act 1, SENP8 inh 5, ATG4B inh -18, PfGluPho inh 0, NR3A LBD binder 1 and SENP6 inh -6.
For Cc1c(O)ccc2c(O)c(NC(=O)c3ccc4c(c3)CCC(C)(C)O4)c(=O)oc12 the results were MPTP block -0.1, SENP1 inh 1, hIAP act 1.1, SENP8 inh 16, ATG4B inh -2, PfGluPho inh -28, NR3A LBD binder 6 and SENP6 inh -14.
Screening N#CC1(c2ccccc2)CCC(=O)N1c1ccccc1 (stereo not given) returned MPTP block 0.8, SENP1 inh 1, hIAP act 1.1, SENP8 inh 5, ATG4B inh -7, PfGluPho inh 3, NR3A LBD binder -1 and SENP6 inh -8.
`COCCn1c(SCC(=O)Nc2ccc(NC(C)=O)cc2)nc2ccccc2c1=O` gave MPTP block -1.3, SENP1 inh 1, hIAP act 1.3, SENP8 inh 19, ATG4B inh -8, PfGluPho inh 7, NR3A LBD binder 0 and SENP6 inh -8.
`O=C(C[n+]1cc(Br)cc2ccccc21)c1ccc(Cl)cc1` gave MPTP block -0.3, SENP1 inh 44*, hIAP act 0.84, SENP8 inh 2, ATG4B inh 7, PfGluPho inh 8, NR3A LBD binder -5 and SENP6 inh -14.
COc1ccc(NC(=S)N(CCC(C)C)C(C)c2ccncc2)cc1 (stereo not given) was read as MPTP block 1.4, SENP1 inh 1, hIAP act 1.1, SENP8 inh -3, ATG4B inh -5, PfGluPho inh -13, NR3A LBD binder -9 and SENP6 inh 4.
Screening COc1ccc(Cc2nnc(SCC(=O)N3CCCC3)o2)cc1 returned MPTP block 1.5, SENP1 inh -2, hIAP act 1.1, SENP8 inh 3, ATG4B inh 8, PfGluPho inh 1, NR3A LBD binder 1 and SENP6 inh -8.
`CCCCn1c(N)c(N(CCC(C)C)C(=O)c2ccc3c(c2)OCCO3)c(=O)[nH]c1=O` gave MPTP block -2.7, SENP1 inh 0, hIAP act 0.97, SENP8 inh 7, ATG4B inh -1, PfGluPho inh 0, NR3A LBD binder 1 and SENP6 inh -10.
For CC1CCC(NC(=O)c2cc(S(=O)(=O)N(C)C)ccc2N2CCCC2)CC1 (stereo not given) the results were MPTP block 0.1, SENP1 inh 0, hIAP act 1.1, SENP8 inh -2, ATG4B inh 1, PfGluPho inh 0, NR3A LBD binder 0 and SENP6 inh 49.
`CCn1cc(/C=C(\NC(=O)c2cc(OC)c(OC)c(OC)c2)C(=O)N2CCOCC2)c2ccccc21` gave MPTP block 0.3, SENP1 inh -5, SENP8 inh -1 and PfGluPho inh -3.
